# TAAR1 ag: human TAAR1 agonism. Q96RJ0. CHO RD-HGA16 TAAR1, Fluo-8 calcium fluorescence; vehicle wells 0%, saturating PEA agonist 100%. activation, % at 3 µM. 0.99% of 360,000 active;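 active = activation above the mean activation of all test compounds in the run plus 3 SD, cut at about 38% in these data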
#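 System: CHO-derived RD-HGA16 cells with stable Gα16 and human TAAR1. Times: 17-24 h plating, Fluo-8 75 min 37 °C, 30 min RT. Measured by: calcium-sensitive Fluo-8 signal, excitation 470-495, emission 515-575 nm. Read-out basis: % activation relative to PEA EC100 response. Control set: DMSO and PEA EC100. Repeats: no replicates (n 1).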
# M1 antag: antagonists of human M1 muscarinic receptor | 1.3% of 360,000 active | inhibition, % at 3 µM | P11229 | CHO-K1 hM1, Fluo-8 calcium fluorescence, ACh EC80 antagonist;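 active = percent inhibition above its own plate's cutoff, namely the mean of that plate's compound wells plus 3 SD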;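 also: peak over basal fluorescence ratio during 140 s after agonist addition; 0% = ACh EC80 plus DMSO and 100% = DMSO alone without agonist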
# Target sequence (P11229 whole entry, looked up): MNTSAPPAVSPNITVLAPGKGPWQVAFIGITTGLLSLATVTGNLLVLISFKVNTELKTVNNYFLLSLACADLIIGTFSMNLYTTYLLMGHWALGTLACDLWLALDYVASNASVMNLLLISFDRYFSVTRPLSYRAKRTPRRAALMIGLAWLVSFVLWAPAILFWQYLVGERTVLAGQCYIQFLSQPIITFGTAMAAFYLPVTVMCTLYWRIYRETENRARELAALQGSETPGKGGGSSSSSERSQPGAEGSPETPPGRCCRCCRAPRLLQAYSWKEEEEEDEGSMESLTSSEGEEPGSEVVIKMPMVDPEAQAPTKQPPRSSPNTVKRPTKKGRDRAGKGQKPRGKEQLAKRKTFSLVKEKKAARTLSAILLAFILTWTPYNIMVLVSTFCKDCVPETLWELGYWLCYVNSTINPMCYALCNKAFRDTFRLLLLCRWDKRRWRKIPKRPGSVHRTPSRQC
# CHO-K1 Ca ag: counter-screen for M1 agonists: effect in parental CHO-K1 cells. Fluo-8 calcium fluorescence; scaled to maximal ATP response, vehicle zero. activation, % at 3 µM. 0.48% of 360,000 active. AID 602248; in the data active = activation above about 15%;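 also: untransfected CHO-K1 host cells lacking M1 receptor as counterscreen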
# CHO parental Ca: counter-screen for OX1R antagonists: effect in parental CHO cells | parental CHO-K1, ATP-induced calcium, Fluo-8 fluorescence | inhibition, % at 5.6 µM | 0.63% of 330,000 active | AID 463079;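 active = inhibition above that plate's mean sample inhibition plus 3 SD, cut at about 26% in these data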;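 also: 0% = ATP-challenged DMSO wells and 100% = DMSO wells without ATP; some compounds past the cut are filed as inactive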
#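 Measured by: calcium-sensitive Fluo-8 fluorescence / Test system: CHO parental line / Controls: ATP-challenged DMSO wells low, unchallenged DMSO wells high / Measure: % inhibition / Compound: single nominal dose of 5.6 µM per compound / Replicates: single well per compound, no replicates / Reagent: ATP as calcium-mobilizing challenge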
# M1 ag: agonists of human M1 muscarinic receptor. P11229. CHO-K1 hM1, Fluo-8 calcium fluorescence, agonist mode; 0% DMSO, 100% acetylcholine EC100. activation, % at 3 µM. 0.33% of 360,000 active;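 active = activation above the run's mean compound activation plus 3 SD, cut at about 16% in these data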;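 also: peak over basal fluorescence ratio within a 140 s kinetic read after compound addition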
# OXTR potentiator: human OXTR potentiation | 0.061% of 320,000 active | CHO-OTR cells, Fluo-8 calcium fluorescence, potentiator mode; 0% = oxytocin EC15, 100% = EC100 | activation, % at 3 µM | P30559;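 active = activation above that plate's cutoff, the mean activation of tested compounds plus 3 SD, cut at about 6.6% in these data, passing the limit was not always enough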;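 also: 100% uses oxytocin at 75 nM as the full agonist control; some results filed as inactive read as strong as hits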
# Target sequence (P30559 whole entry, looked up): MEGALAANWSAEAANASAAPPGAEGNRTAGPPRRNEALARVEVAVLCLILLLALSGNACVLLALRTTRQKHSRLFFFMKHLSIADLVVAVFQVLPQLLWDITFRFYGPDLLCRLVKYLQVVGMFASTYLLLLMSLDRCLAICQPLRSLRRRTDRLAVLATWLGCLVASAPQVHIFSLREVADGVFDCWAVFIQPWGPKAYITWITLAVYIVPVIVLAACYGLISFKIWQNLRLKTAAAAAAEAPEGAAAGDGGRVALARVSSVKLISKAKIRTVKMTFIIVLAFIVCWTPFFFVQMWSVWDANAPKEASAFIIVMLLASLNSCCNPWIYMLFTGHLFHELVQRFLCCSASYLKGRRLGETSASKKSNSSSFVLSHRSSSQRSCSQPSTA
#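 System: human OTR in CHO cells / Also added: sub-maximal oxytocin, roughly EC15 / Control set: EC15 oxytocin low, 75 nM oxytocin high / Schedule: 6 min compound pre-incubation at room temperature, 100 s kinetic read / Compound: single-point 3.0 µM / Replication: singlicate / Technique: Fluo-8 calcium dye fluorescence / Read-out basis: % activation of max/min ratio relative to oxytocin controls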
# M1 PAM parental: nonselective activator or artifact in parental CHO-K1 calcium assay | ATP EC20, Fluo-8 calcium fluorescence; 0% at ATP EC20, 100% at ATP max | activation, % at 3 µM | 0.02% of 360,000 active | AID 602247;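 active = activation above the run cutoff, the mean activation of all test compounds plus 3 SD, cut at about 40% in these data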;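 also: peak over basal fluorescence ratio in a 140 s read after ATP addition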
# CHO-K1 Ca antag: nonselective inhibitor or artifact in parental CHO-K1 cells; ATP-induced calcium, Fluo-8 fluorescence; inhibition, % at 3 µM; 0.6% of 360,000 active; AID 602250;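 active = inhibition above a per-plate cutoff, the plate's mean sample inhibition plus 3 SD, cut at about 24% in these data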;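 also: 0% = DMSO plus EC80 ATP and 100% = DMSO alone without ATP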
# TAAR1 antagonist: antagonists of human TAAR1 | Q96RJ0 | CHO RD-HGA16 TAAR1, Fluo-8 calcium fluorescence, antagonist | inhibition, % at 3 µM | 1.5% of 360,000 active;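 active = inhibition above a per-plate cutoff, the mean inhibition of test compounds on that plate plus 3 SD, cut at about 49% in these data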;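 also: 0% = DMSO plus EC80 beta-PEA response and 100% = DMSO alone without agonist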
#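 Test system – hTAAR1-expressing CHO RD-HGA16 cells, Gα16-coupled · Reagent – β-PEA at EC80 concentration, post-compound challenge · Compound dosing – 3 µM, single point · Timing – 140 s kinetic read after compound, 140 s after agonist · Detection – Fluo-8 intracellular calcium dye fluorescence, real-time kinetic reads · Control set – DMSO and EC80 PEA controls · Repeats – n of 1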
# The depositor's hits bear a star; / = no result given.
SMILES,TAAR1 ag,M1 antag,CHO-K1 Ca ag,CHO parental Ca,M1 ag,OXTR potentiator,M1 PAM parental,CHO-K1 Ca antag,TAAR1 antagonist
Cc1ccc(N2C(=O)c3ccccc3C2=O)nc1,0,7,-0.2,0,-5,-8,-8,-10,-7
O=c1c2ccccc2nnn1CSc1nc2cc(Cl)ccc2c(=O)n1Cc1ccco1,1,/,/,-4,/,0,/,/,6
Cc1n[nH]c(C)c1Sc1ccccc1[N+](=O)[O-],4,-11,0.3,1,3,-1,-5,-16,-25
Cn1cccc1C(=O)OCC(=O)NCc1ccc2c(c1)OCO2,0,0,-0.1,-11,-6,-1,2,-5,-8
CC(C)(C)Nc1nc(Cl)nc(NC(C)(C)C)n1,6,2,0.8,-13,-8,-3,17,-8,-16
CCOc1cc(/C=N/NC(=O)c2ccccc2-n2cccc2)ccc1O,2,7,0.5,-12,-4,-1,4,-14,14
CCOc1ccccc1C(=O)n1nc2nc(C)cc(C)c2c1N,4,13,0.0,0,-4,-3,-8,10,0
COc1ccc(CNC(=O)c2cc(C3CC3)nc3c2cnn3C(C)C)cc1,5,-2,1.0,-9,-7,-4,5,-18,50*
Oc1ccc(/C(Cc2ccccn2)=N\Nc2ccccc2)c(O)c1,2,-11,9.1,1,-3,-9,3,-3,-13
O=C(NC1CCCCC1)C1CC(=O)N(CCc2ccccc2)C1 (stereo not given),/,-7,0.1,-8,0,-6,21,-25,/
COc1ccc(N2CCN(C3CCCN(C(=O)CN4CCCC4=O)C3)CC2)cc1 (stereo not given),1,2,0.1,-16,-3,2,11,-15,-10
CC(=O)c1c(C)[nH]c(C(=O)CSc2nc3ccccc3c(=O)n2CCCN2CCOCC2)c1C,5,-2,1.0,-17,-5,-12,11,0,16
CC(=Nc1cc(C(=O)c2ccccc2)ccc1N)C1=C(O)CC(C)(C)CC1=O,-1,2,0.2,-20,-7,-5,-11,12,-2
COc1ccc(Sc2nc(-c3ccccn3)ncc2OC)cc1,9,4,4.0,-25,-9,-2,24,5,9
COc1ccc(Nc2cc(Nc3cccc(OC)c3)ncn2)cc1,0,5,0.2,-20,-7,-4,-13,17,-9
O=C(O)Cc1ccc(NC(=O)Cc2ccc3ccccc3c2)cc1,3,-12,1.0,/,-4,/,18,-14,-2
CCN(C(=O)COc1ccc2ccc(=O)oc2c1)C1CCCCC1,11,18,0.8,-1,0,-3,9,10,5
O=C(NCc1ccccc1)C1c2ccccc2OCC(=O)N1CC(F)(F)F (stereo not given),0,/,0.2,/,/,/,7,-8,3
C=CCn1c(-c2ccccc2)n[nH]c1=S,3,-10,0.6,2,-4,-8,19,-2,15
C=CCNC(=O)NC(=O)COC(=O)c1ccccc1Sc1ccc(C(F)(F)F)cc1[N+](=O)[O-],4,8,0.2,-9,-4,-14,7,5,-11
CN(C)c1ccc(C2CC(=O)NC3=C2C(=O)CC(C)(C)C3)cc1 (stereo not given),3,8,0.0,-9,-11,-5,-1,7,-16
COc1ccc(CCNC(=O)CCN2C(=O)COc3ccccc32)cc1OC,2,-31,0.8,-11,1,-1,3,-16,-21
CC(Sc1nnc2n1CCCCC2)C(=O)Nc1ccc(S(N)(=O)=O)cc1 (stereo not given),4,-6,1.4,/,-5,/,7,-1,0
COc1cccc2oc(CCc3ccccc3)cc(=O)c12,4,-2,0.1,/,0,/,6,-1,5
COc1ccc(-c2nnc(N(C)C(=O)C3CCOC3)s2)cc1 (stereo not given),3,-1,1.0,-6,-1,-12,14,-5,1

# Part of the list above, tab-delimited:
smiles	TAAR1 ag	M1 antag	CHO-K1 Ca ag	CHO parental Ca	M1 ag	OXTR potentiator	M1 PAM parental	CHO-K1 Ca antag	TAAR1 antagonist
Cc1ccc(N2C(=O)c3ccccc3C2=O)nc1	0	7	-0.2	0	-5	-8	-8	-10	-7
O=c1c2ccccc2nnn1CSc1nc2cc(Cl)ccc2c(=O)n1Cc1ccco1	1	/	/	-4	/	0	/	/	6
Cc1n[nH]c(C)c1Sc1ccccc1[N+](=O)[O-]	4	-11	0.3	1	3	-1	-5	-16	-25
Cn1cccc1C(=O)OCC(=O)NCc1ccc2c(c1)OCO2	0	0	-0.1	-11	-6	-1	2	-5	-8
CC(C)(C)Nc1nc(Cl)nc(NC(C)(C)C)n1	6	2	0.8	-13	-8	-3	17	-8	-16
CCOc1cc(/C=N/NC(=O)c2ccccc2-n2cccc2)ccc1O	2	7	0.5	-12	-4	-1	4	-14	14
CCOc1ccccc1C(=O)n1nc2nc(C)cc(C)c2c1N	4	13	0.0	0	-4	-3	-8	10	0
COc1ccc(CNC(=O)c2cc(C3CC3)nc3c2cnn3C(C)C)cc1	5	-2	1.0	-9	-7	-4	5	-18	50*
Oc1ccc(/C(Cc2ccccn2)=N\Nc2ccccc2)c(O)c1	2	-11	9.1	1	-3	-9	3	-3	-13
O=C(NC1CCCCC1)C1CC(=O)N(CCc2ccccc2)C1 (stereo not given)	/	-7	0.1	-8	0	-6	21	-25	/
COc1ccc(N2CCN(C3CCCN(C(=O)CN4CCCC4=O)C3)CC2)cc1 (stereo not given)	1	2	0.1	-16	-3	2	11	-15	-10
CC(=O)c1c(C)[nH]c(C(=O)CSc2nc3ccccc3c(=O)n2CCCN2CCOCC2)c1C	5	-2	1.0	-17	-5	-12	11	0	16
CC(=Nc1cc(C(=O)c2ccccc2)ccc1N)C1=C(O)CC(C)(C)CC1=O	-1	2	0.2	-20	-7	-5	-11	12	-2
COc1ccc(Sc2nc(-c3ccccn3)ncc2OC)cc1	9	4	4.0	-25	-9	-2	24	5	9
COc1ccc(Nc2cc(Nc3cccc(OC)c3)ncn2)cc1	0	5	0.2	-20	-7	-4	-13	17	-9

# (listing goes on)
SMILES,TAAR1 ag,M1 antag,CHO-K1 Ca ag,CHO parental Ca,M1 ag,OXTR potentiator,M1 PAM parental,CHO-K1 Ca antag,TAAR1 antagonist
CN(C)C(CNC(C(=O)Nc1ccc(F)cc1)c1ccccc1)c1ccccc1 (stereo not given),-3,84*,4.1,-34,-7,-1,9,-15,0
Cc1nc(SCC(C)C)[nH]c(=O)c1Cc1ccccc1,14,-4,0.2,11,-4,-15,2,-9,15
Cc1cc(Nc2ccccc2F)n2ncnc2n1,1,-8,-0.1,-4,3,1,0,11,-10
CCOC(=O)c1c(N2C(=O)Nc3ccccc3N2O)sc2c1CCCC2,6,-1,-0.6,-6,-1,3,-7,8,-30
CN(Cc1ccccc1)C(=O)c1ccc(NC(=O)Cc2cccc(NC(=O)C3CCN(C(=O)C4CCC4)CC3)c2)cc1,4,-3,-0.1,-7,-3,-4,0,-5,13
COc1ccc(C2CCCN2C(=O)Nc2cccc(C(C)=O)c2)cc1OC (stereo not given),12,22,0.4,-4,0,-14,-6,26*,-1
OC(c1cccc(Cl)c1)c1ncc(-c2cccc3ccccc23)[nH]1 (stereo not given),1,4,0.2,/,1,/,-10,11,0
Cn1c(CCN2CCCC2)nc2cc(NS(=O)(=O)c3ccc(Cl)cc3)ccc21,11,27,8.8,-11,-1,-8,11,-1,15
CN(CCOc1ccccc1)CC(=O)Nc1ccc([N+](=O)[O-])cc1Cl,-2,11,1.6,-8,-8,-11,12,-1,-10
CCN1CCN(C(c2cccs2)C(C)NC(=S)Nc2cccc(C)c2C)CC1 (stereo not given),4,-2,1.6,-14,-6,2,25,-20,-3
CCn1c(=O)cc(OCC(=O)NCCc2cccc(C)c2)c2ccccc21,3,-7,2.2,-14,-4,-9,11,-7,21
Cc1ccc2nc(C)cc(C(=O)N3CCCC(CO)(Cc4ccccc4C)C3)c2c1 (stereo not given),1,3,0.7,-43,-4,-7,4,-6,-17
Cc1oc2cc([N+](=O)[O-])c(O)c([N+](=O)[O-])c2c1C(=O)c1ccc(Br)cc1,-4,-7,4.7,8,-8,-9,14,0,-9
Cc1ccc(Cl)cc1-n1c(=O)cc(N2CCN(C(=O)c3ccco3)CC2)[nH]c1=O,4,-9,-0.2,10,-3,-6,-4,-5,-3
Cc1ccc(S(=O)(=O)Nc2cc(C(=O)N3CCOCC3)ccc2N2CCCCC2)cc1,-2,-4,0.3,-22,-4,-21,16,-9,14
COc1c2occc2c(OC)c2c(=O)cc(C(F)(F)F)oc12,3,6,-0.8,-13,-4,-8,-6,16,-13
O=C(Nc1ccc(NC(=O)c2ccco2)c(Cl)c1)c1ccc2c(c1)OCCO2,4,-10,2.0,-12,-3,-6,4,-6,-15
CC(=O)Nc1cccc(Oc2nc(NCCN(C)C)nc3ccsc23)c1,3,-10,0.1,/,-6,/,-2,-17,-4
Cc1cccc(SC2CCN(C(=O)C3CCC(=O)N(C4CC4)C3)CC2)c1 (stereo not given),0,8,2.2,-7,2,-9,-12,9,-12
COc1ccccc1N1C(=O)C2CC(C)=C(C)CC2C1=O (stereo not given),1,7,0.1,-9,-5,-9,2,-8,-1
COc1cc(C)c(Cl)cc1S(=O)(=O)NCC1CCCO1 (stereo not given),16,-14,2.5,0,-1,1,22,-7,6
COc1ccc(NS(=O)(=O)c2ccc3c(c2)CCO3)cc1,8,-16,2.5,1,3,-15,-1,-4,-15
COc1ccc(OC)c(C(=O)c2ccc(C(=O)O)cc2)c1,5,-7,0.4,-5,-3,-1,5,-2,-26
Cc1c(C(=O)Cc2ccccc2)n(C)c2ccccc12,4,-3,-0.6,-12,-6,-8,-12,3,-12
O=C(/C=C/c1ccc(F)cc1)NCCNC(=O)/C=C/c1ccc(F)cc1,-1,-3,-0.3,-15,-3,-3,-11,11,16
COC(=O)c1ccc(NC(=O)CN2CCN(c3ccc(Cl)cc3)CC2)cc1,7,-53,0.1,12,3,-20,8,-5,-3
COc1ccc2ccccc2c1CN1CCCC(CO)C1 (stereo not given),4,-8,0.7,-4,-5,6,30,-6,9
c1csc(CNc2nc(NCC3CCCCC3)c3sccc3n2)c1,43*,24,14,/,7,/,14,23,61*
Cc1ccc2ccc3cccnc3c2n1,-1,1,0.7,1,-4,5,0,2,1
O=C(CN1CCN(Cc2ccccc2)CC1)Nc1ccc(N2CCOCC2)cc1,6,-4,0.3,-13,-13,-3,16,-10,-12
